Assay outcomes from PubChem BioAssay.
ATG4B inh – inhibitors of human ATG4B cysteine protease; Q9Y4P1; ATG4B cleavage of LC3-PLA2, NBD-HPC fluorescence, 1 h; actives 0.51% (n = 340,000); AID 504462; inhibition, % at 8.33 µM; in the data active = inhibition above about 40%
Target sequence (Q9Y4P1 whole entry, looked up): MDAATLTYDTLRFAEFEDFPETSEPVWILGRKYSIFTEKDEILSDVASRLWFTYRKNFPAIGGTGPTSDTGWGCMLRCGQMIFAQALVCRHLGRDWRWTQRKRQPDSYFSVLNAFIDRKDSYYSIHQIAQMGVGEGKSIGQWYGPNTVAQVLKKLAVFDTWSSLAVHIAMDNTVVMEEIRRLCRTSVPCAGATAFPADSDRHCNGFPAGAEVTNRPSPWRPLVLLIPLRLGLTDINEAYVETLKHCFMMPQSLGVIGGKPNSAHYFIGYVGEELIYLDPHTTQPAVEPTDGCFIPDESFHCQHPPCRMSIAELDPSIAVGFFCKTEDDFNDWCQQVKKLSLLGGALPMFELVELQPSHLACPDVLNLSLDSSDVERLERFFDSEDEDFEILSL
hIAP inh – blocks human intestinal alkaline phosphatase | actives 0.12% (n = 330,000) | purified IAP, CDP-Star luminescence, 30 min | inhibition, % at 10 µM;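 active = inhibition reaching a set limit with compound at 10 µM in the primary screen, cut at about 35% in these data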;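 note: plate controls were DMSO wells with enzyme for no effect and no-enzyme buffer wells for full effect; values of inactives mirror those of a sister screen read the other way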
Target sequence (P09923 whole entry, looked up): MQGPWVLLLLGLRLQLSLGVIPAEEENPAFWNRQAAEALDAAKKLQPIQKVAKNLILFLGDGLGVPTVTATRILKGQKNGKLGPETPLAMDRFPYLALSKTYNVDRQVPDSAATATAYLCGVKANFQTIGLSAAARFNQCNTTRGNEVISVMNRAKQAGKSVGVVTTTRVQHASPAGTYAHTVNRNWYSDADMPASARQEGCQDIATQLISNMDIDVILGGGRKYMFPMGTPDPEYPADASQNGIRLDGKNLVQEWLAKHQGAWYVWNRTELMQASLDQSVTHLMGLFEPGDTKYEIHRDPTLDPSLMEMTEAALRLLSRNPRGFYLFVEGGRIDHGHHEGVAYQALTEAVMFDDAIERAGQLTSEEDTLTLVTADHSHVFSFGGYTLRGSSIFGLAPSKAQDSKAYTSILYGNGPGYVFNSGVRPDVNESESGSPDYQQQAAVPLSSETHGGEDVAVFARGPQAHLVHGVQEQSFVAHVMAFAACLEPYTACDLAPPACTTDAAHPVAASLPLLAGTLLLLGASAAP
mIAP inh – blocks mouse intestinal alkaline phosphatase | purified mouse IAP, CDP-Star luminescence, 30 min | inhibition, % at 10 µM | actives 0.2% (n = 330,000) | AID 2806;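 active = inhibition of at least 40% at 10 µM in the primary screen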;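 note: plate controls were DMSO with enzyme for no effect and no enzyme wells for full effect; values of inactives mirror those of a sister screen read the other way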
HKDC1 inh – HKDC1 (human) hexokinase inhibition; Q2TB90; recombinant HKDC1, G6PDH/diaphorase resazurin coupled fluorescence; inhibition, % at 20 µM; actives 0.16% (n = 340,000); AID 493160;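 active = inhibition above about 35% when tested at 20 µM, limit read from the data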;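 note: plate controls were DMSO wells with enzyme for no effect and DMSO wells lacking enzyme for full effect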
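Assay system: recombinant HKDC1 hexokinase; detection: coupled resazurin fluorescence, excitation 525 nm, emission 613 nm; benchmarks: DMSO-plus-enzyme-mix negative control, buffer-substituted positive control; compound dosing: single 20 µM dose; schedule: 90 min at room temperature in dark; also added: glucose plus 1 mM ATP as hexokinase substrates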
PfG6PD inh – PfG6PD (Plasmodium falciparum) enzyme inhibition; PfGluPho enzyme, NADPH resazurin-diaphorase fluorescence; inhibition, % at 20 µM; actives 0.78% (n = 350,000);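 active = inhibition reaching at least a set limit at 20 µM in the primary screen, cut at about 59% in these data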;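 note: 0% = DMSO wells with substrate and 100% = DMSO wells lacking glucose-6-phosphate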
hIAP act – human IAP activation. P09923. purified human IAP, CDP-Star luminescence, 30 min; stronger effect = higher value; 1 = vehicle-only enzyme, 0 = enzyme-free background. activation factor at 10 µM. actives 0.16% (n = 330,000);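 active = activation factor of the enzyme at least 2-fold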; note: the source names both 10 and 20 µM as test concentration; values of inactives mirror those of a sister screen read the other way
mIAP act – increases mouse intestinal alkaline phosphatase activity; actives 0.24% (n = 330,000); muIAP, CDP-Star luminescence, 30 min; stronger effect = higher value; 1 = vehicle-only enzyme signal, 0 = enzyme-free wells; activation factor at 10 µM;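 active = activation factor of at least 2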; note: the source names both 10 and 20 µM as test concentration; values of inactives mirror those of a sister screen read the other way
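System: Mouse IAP enzyme | Also added: CDP-Star substrate | Dosing: Compounds dispensed in DMSO | Schedule: 30 min enzyme-substrate-compound incubation at room temperature | Technique: Chemiluminescence readout | Control set: DMSO-only wells and no-enzyme negative control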
APOBEC3A inh – blocks human APOBEC3A ssDNA deamination; P31941; recombinant A3A, FAM/TAMRA ssDNA deamination fluorescence; inhibition, % at 20 µM; actives 0.41% (n = 330,000);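 active = at least 40% inhibition at 20 µM here, with at most 30% in a related deaminase screen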;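 note: plate controls were A3A with DMSO for no effect and wells lacking A3A enzyme for full effect; some results filed as inactive read as strong as hits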
Numbers without * were called inactive; x = not tested or not shown.

1: CCOC(=O)c1c(N)sc(C(O)(C(F)(F)F)C(F)(F)F)c1-c1ccc(F)cc1
2: O=C(Nc1nc2c(s1)CCCC2)c1cccc(S(=O)(=O)N2CCCc3ccccc32)c1
3: Cn1cnnc1Sc1ccc(C(=O)NCCC23CC4CC(CC(C4)C2)C3)cc1[N+](=O)[O-]
4: CC1(OC(=O)CCc2ccccc2)C(=O)C=C2C=C(c3ccc(C#N)cc3)N(CCc3c[nH]c4ccccc34)C=C2C1=O (configuration not stated)
5: CCN(C(=O)Cn1cc(C(=O)C(=O)N2CCOCC2)c2ccccc21)c1ccccc1
6: Cc1c(Cl)cccc1NC(=O)NCc1ccc(C)n1C

assay / entry	1	2	3	4	5	6
ATG4B inh	-1	6	-12	-4	-3	13
hIAP inh	-16	-5	-22	7	-2	4
mIAP inh	-1	3	2	9	-1	-4
HKDC1 inh	5	3	2	30	-2	-2
PfG6PD inh	46	-3	14	79*	-5	6
hIAP act	1.2	1	1.2	0.93	1	0.96
mIAP act	1	0.97	0.98	0.91	1	1
APOBEC3A inh	-2	-7	-7	-4	-3	-1

7: COCCNC(=O)c1onc(CSc2cccc(OC)c2)c1C(=O)NCCOC
8: CCN(c1cccc(C)c1)S(=O)(=O)c1ccc2[nH]c(=O)c(=O)[nH]c2c1
9: Cc1cc(NC(=O)C(C)SCC(=O)OC(C)C(=O)Nc2ccccc2C)no1 (configuration not stated)
10: CC(=O)c1c(C)nc(C)nc1NC(=O)C(C)C
11: O=C(c1cn(Cc2ccccc2)nc1-c1cccnc1)N1CCc2ccccc2C1
12: CN1CCCN(Cc2ccc(Cl)cc2Cl)CC1

assay / entry	7	8	9	10	11	12
ATG4B inh	0	-14	-7	-13	7	-10
hIAP inh	0	13	-1	-6	0	5
mIAP inh	-14	0	2	4	-1	10
HKDC1 inh	-3	0	-4	-2	-5	-9
PfG6PD inh	9	-10	1	-2	-14	18
hIAP act	0.99	0.87	1	1.1	1	0.95
mIAP act	1.1	1	0.98	0.95	1	0.9
APOBEC3A inh	-5	3	-4	-1	-1	-4

13: Cc1ccc(S(=O)(=O)N(C)C)cc1-n1c(SCC(=O)Nc2ccccc2)nc2ccccc2c1=O
14: O=C(COc1ccc2oc3c(c2c1)CCCC3)Nc1ccccn1
15: CCCCNS(=O)(=O)c1ccc(OC)c(Cl)c1Cl
16: Cn1c(C(=O)O)c(CC(=O)Nc2ccc3c(c2)OCCO3)c2ccccc21
17: Cc1cc(C(=O)c2cccs2)c(N)s1
18: O=C1CNC(=O)/C(=C/c2ccco2)N1

assay / entry	13	14	15	16	17	18
ATG4B inh	-4	-1	4	1	-15	4
hIAP inh	-7	-31	-6	-3	-1	-11
mIAP inh	-8	7	-2	-3	15	20
HKDC1 inh	-6	-3	-4	2	-3	-6
PfG6PD inh	3	-5	-5	-14	45	-3
hIAP act	1.1	1.3	1.1	1	1	1.1
mIAP act	1.1	0.93	1	1	0.85	0.8
APOBEC3A inh	0	2	1	-3	-3	4

Molecules shown so far with a Cl atom, in the order listed:
6: Cc1c(Cl)cccc1NC(=O)NCc1ccc(C)n1C
12: CN1CCCN(Cc2ccc(Cl)cc2Cl)CC1
15: CCCCNS(=O)(=O)c1ccc(OC)c(Cl)c1Cl

assay / entry	6	12	15
ATG4B inh	13	-10	4
hIAP inh	4	5	-6
mIAP inh	-4	10	-2
HKDC1 inh	-2	-9	-4
PfG6PD inh	6	18	-5
hIAP act	0.96	0.95	1.1
mIAP act	1	0.9	1
APOBEC3A inh	-1	-4	1

(more compounds)
19: Cn1nc(-c2ccc(N3CCOCC3)c(NS(=O)(=O)c3ccccc3)c2)c2ccccc2c1=O
20: CCc1ccc(OC(C)C(=O)N(Cc2ccco2)C2CCS(=O)(=O)C2)cc1 (configuration not stated)
21: COc1ccc(N2C(=O)/C(=C/c3cccnc3)NC2=S)cc1
22: Cn1c(CCC(=O)O)nc2cc(S(=O)(=O)N3CCCCC3)ccc21
23: O=C(COC(=O)c1cc(=O)[nH]c2ccccc12)Nc1nccs1
24: CCOC(=O)N1CCC(n2c(SCC(=O)N3CCCC3)nc3ccccc3c2=O)CC1

assay / entry	19	20	21	22	23	24
ATG4B inh	-17	-8	6	-6	-8	-7
hIAP inh	12	3	-4	-9	-19	-6
mIAP inh	-6	3	1	15	-7	2
HKDC1 inh	-8	5	-10	-6	0	2
PfG6PD inh	7	-17	5	41	-1	-20
hIAP act	0.89	0.97	1	1.1	1.2	1.1
mIAP act	1.1	0.97	0.99	0.85	1.1	0.98
APOBEC3A inh	1	-3	0	2	0	-1

Records listed so far marked active in PfG6PD inh.
4: CC1(OC(=O)CCc2ccccc2)C(=O)C=C2C=C(c3ccc(C#N)cc3)N(CCc3c[nH]c4ccccc34)C=C2C1=O (configuration not stated)

assay / entry	4
ATG4B inh	-4
hIAP inh	7
mIAP inh	9
HKDC1 inh	30
PfG6PD inh	79*
hIAP act	0.93
mIAP act	0.91
APOBEC3A inh	-4

(next part)
25: O=C(CCC(=O)OCCCC(F)(F)C(F)(F)F)Nc1ccccc1
26: CCOC(=O)c1c(-c2cccc(C)c2)csc1NC(=O)C1CC=CCC1C(=O)O (configuration not stated)
27: COc1ccc(C2CC(c3ccc(Cl)cc3)=NN2c2ccc(S(N)(=O)=O)cc2)cc1 (configuration not stated)
28: CC(=O)Oc1cc(C)cc2oc(=O)cc(-c3ccccc3)c12
29: O=C(NCc1ccccc1F)c1cccs1
30: Cn1c(=O)c2c(nc(OCCc3ccccc3)n2C)n(C)c1=O

assay / entry	25	26	27	28	29	30
ATG4B inh	-3	10	0	-3	-1	7
hIAP inh	2	-10	x	28	-13	-15
mIAP inh	-1	-14	-64	2	2	0
HKDC1 inh	0	12	-2	-4	-4	-5
PfG6PD inh	8	-42	40	3	3	-10
hIAP act	0.98	1.1	x	0.72	1.1	1.2
mIAP act	1	1.1	1.6	0.98	0.98	1
APOBEC3A inh	1	-2	-1	0	-2	-1

One compound at a time (already shown). Screens in order: ATG4B inh	hIAP inh	mIAP inh	HKDC1 inh	PfG6PD inh	hIAP act	mIAP act	APOBEC3A inh
CC(=O)c1c(C)nc(C)nc1NC(=O)C(C)C reads -13	-6	4	-2	-2	1.1	0.95	-1
Cn1cnnc1Sc1ccc(C(=O)NCCC23CC4CC(CC(C4)C2)C3)cc1[N+](=O)[O-] reads -12	-22	2	2	14	1.2	0.98	-7

Other entries follow.
31: Cc1ccc(S(=O)(=O)N2CCOCC2)cc1C(=O)N(Cc1nnc(-c2ccccc2Cl)o1)C1CC1
32: CCC(Sc1nc(N)c(NC(=O)c2ccc(OC)cc2)c(=O)[nH]1)C(=O)O (configuration not stated)
33: COc1cc(C(=O)Nc2cccc(S(=O)(=O)NCc3ccco3)c2)cc(OC)c1OC
34: Cc1cc(C)cc(OCC(=O)NCCN2CCOCC2)c1
35: O=C(COc1ccc(Br)cc1)Nc1nnc(C2CC2)s1
36: Cc1cccc(Cn2c(N3CCN(CCO)CC3)nc3c2c(=O)[nH]c(=O)n3C)c1

assay / entry	31	32	33	34	35	36
ATG4B inh	-4	-1	-9	1	5	0
hIAP inh	-12	4	10	-1	-2	-6
mIAP inh	11	-7	-7	-4	0	-7
HKDC1 inh	-2	-8	-1	-6	-9	-1
PfG6PD inh	17	-5	22	-7	-16	-8
hIAP act	1.1	0.95	0.91	1	1	1.1
mIAP act	0.89	1.1	1.1	1	1	1.1
APOBEC3A inh	-1	0	-2	2	0	-5

37: O=C(CSc1ccccc1)NC1CCCCCC1
38: O=C(O)Cc1ccc(NC(=O)c2cnccn2)cc1
39: COc1ccc(OC)c(CCNC(=O)c2ccc(CS(=O)Cc3cccc(Cl)c3)o2)c1 (configuration not stated)
40: O=C1C2C3CCC(C3)C2C(=O)N1c1ccc(OS(=O)(=O)c2ccccc2)cc1 (configuration not stated)
41: Cc1ccc2nc(-c3ccc(S(=O)(=O)N4CCCCC4)cc3)cn2c1
42: COC(=O)C1=C(C(=O)OC)[C@@H]2N(C)c3ccc(OC)cc3[C@@]23C[C@@H](C(=O)OC)N(C(=O)C2CCC2)C3=N1

assay / entry	37	38	39	40	41	42
ATG4B inh	-6	-10	-5	-4	1	-6
hIAP inh	-7	0	-18	-20	-6	-19
mIAP inh	3	13	-5	-10	-5	2
HKDC1 inh	0	-5	2	2	-6	5
PfG6PD inh	17	-5	5	-20	21	27
hIAP act	1.1	1	1.2	1.2	1.1	1.2
mIAP act	0.97	0.87	1.1	1.1	1	0.98
APOBEC3A inh	-1	2	1	0	2	0

43: Cc1cc(C(C)(C)C)c(OC(=O)[C@@H]2OC(c3ccccc3)=C[C@H]2c2ccccc2)c(C(C)(C)C)c1
44: COc1ccc(/C=N/NC(=O)c2cccc(S(=O)(=O)N3CCCC3)c2)cc1O
45: COC(=O)CSc1nnc(C)c(=O)[nH]1
46: COc1ccccc1Nc1nc(N)nc(CSC(=S)N2CCN(c3ccccc3)CC2)n1
47: Cc1nc2nc(C)c(CCC(=O)NCc3ccc4c(c3)OCO4)c(C)n2n1
48: O=C(CCCCCn1c(=S)[nH]c2ccsc2c1=O)NC1CCCCC1

assay / entry	43	44	45	46	47	48
ATG4B inh	0	-3	-14	1	4	8
hIAP inh	3	-2	-2	5	0	-12
mIAP inh	14	-7	2	7	-4	-3
HKDC1 inh	6	-1	-5	-3	11	6
PfG6PD inh	14	1	-4	12	-14	1
hIAP act	0.97	1	1	0.95	1	1.1
mIAP act	0.86	1.1	0.97	0.93	1	1
APOBEC3A inh	-4	0	-1	2	5	-4

49: NNC(=O)CCn1nnc2ccccc21
50: COc1ccc(-n2nc(C(=O)NCC(=O)Nc3cc(C)ccc3OC)c3ccccc3c2=O)c(OC)c1
51: COc1ccc(C2CCCN2C(=O)c2cccs2)cc1 (configuration not stated)
52: Cc1cc(C)c(CN2CCN(C(=O)Cn3cnc(C(=O)Nc4ccc(C)c(C)c4)n3)CC2)c(C)c1
53: Cc1ccc(OCC(O)Cn2c(NCCc3ccccc3)nc3c2c(=O)[nH]c(=O)n3C)cc1 (configuration not stated)
54: Cc1cc(Cl)c2oc(C(=O)N(C)CCCCN3CCOCC3)c(C)c2c1
55: Cc1nnc(SCCc2ccccc2)[nH]c1=O

assay / entry	49	50	51	52	53	54	55
ATG4B inh	-7	-5	-12	2	3	-3	-2
hIAP inh	-10	-10	-6	x	25	-12	25
mIAP inh	-10	0	2	-12	2	-1	8
HKDC1 inh	-2	-6	-3	-2	2	-6	6
PfG6PD inh	11	-4	-25	-24	-10	-3	-29
hIAP act	1.1	1.1	1.1	x	0.75	1.1	0.75
mIAP act	1.1	1	0.97	1.1	0.98	1	0.92
APOBEC3A inh	-4	-5	-1	3	1	1	-2
